Source: PubChem BioAssay (several laboratories)
OXTR agonist: activates the human oxytocin receptor | CHO-OTR cells, Fluo-8 calcium fluorescence; normalized: DMSO 0%, oxytocin 100% | activation, % at 3 µM | 320,000 tested, 0.32% active;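 active = activation above the mean of all tested compounds plus 3 SD, cutoff set per screening run, cut at about 20% in these data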;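 also: peak over basal fluorescence ratio from a 100 s FLIPR kinetic read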
GalR3 antagonist: human GalR3 antagonism; HEK293 GalR3-CNG cAMP membrane potential fluorescence; galR3 body fused to GalR1 C-terminus; inhibition, % at 3 µM; 360,000 tested, 0.44% active; AID 651719;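 active = inhibition above the screen-wide average plus 3 SD, cut at about 13% in these data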;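 also: forskolin and galanin both at EC90 stimulate the cells; cAMP rise reported by CNG channel membrane potential dye signal; 0% = forskolin plus galanin with DMSO and 100% = forskolin alone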
Target sequence (O60755 1-299 limits assumed): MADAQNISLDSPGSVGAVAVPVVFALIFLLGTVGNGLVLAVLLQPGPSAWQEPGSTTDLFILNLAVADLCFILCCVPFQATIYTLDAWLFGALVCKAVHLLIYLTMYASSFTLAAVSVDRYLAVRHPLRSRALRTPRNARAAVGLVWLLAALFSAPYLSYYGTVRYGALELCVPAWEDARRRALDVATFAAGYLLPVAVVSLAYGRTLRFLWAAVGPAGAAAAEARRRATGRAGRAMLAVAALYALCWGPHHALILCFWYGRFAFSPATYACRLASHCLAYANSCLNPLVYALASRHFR
MEKK2mut PB1 HTS: signal of MEK5 binding to mutant human MEKK2 PB1 domain. bead flow cytometry, Alexa488-MEK5 binding to MEKK2 mutant. percent response, % at 10 µM. 290,000 tested, 0.35% active; in the data active = percent response above about 24%, passing the limit was not always enough; also: inactives centre near 1; some results filed as inactive read as strong as hits; reference of the scale not given here
NALP1 inh: NALP1 inhibition. S. cerevisiae NALP1/ASC/caspase-1 growth, X-gal OD620, 72 h. inhibition, % at 10 µM. 280,000 tested, 0.61% active; in the data active = inhibition mostly above about 24%, no sharp cut-off; inactive = mostly below about 32%; also: some compounds called inactive have numbers as strong as hits
V1aR counter: activates human V1a receptor in oxytocin agonist counter-screen. P37288. CHO-V1R cells, Fluo-8 calcium fluorescence, agonist mode; 0% DMSO, 100% 3 nM vasopressin. activation, % at 3 µM. 320,000 tested, 0.25% active. AID 2797;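 active = activation above the mean activation of all tested compounds plus 3 SD, per screening run, cut at about 20% in these data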;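 also: signal is peak over basal fluorescence ratio across a 100 second FLIPR read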
Target sequence (P37288 whole entry, looked up): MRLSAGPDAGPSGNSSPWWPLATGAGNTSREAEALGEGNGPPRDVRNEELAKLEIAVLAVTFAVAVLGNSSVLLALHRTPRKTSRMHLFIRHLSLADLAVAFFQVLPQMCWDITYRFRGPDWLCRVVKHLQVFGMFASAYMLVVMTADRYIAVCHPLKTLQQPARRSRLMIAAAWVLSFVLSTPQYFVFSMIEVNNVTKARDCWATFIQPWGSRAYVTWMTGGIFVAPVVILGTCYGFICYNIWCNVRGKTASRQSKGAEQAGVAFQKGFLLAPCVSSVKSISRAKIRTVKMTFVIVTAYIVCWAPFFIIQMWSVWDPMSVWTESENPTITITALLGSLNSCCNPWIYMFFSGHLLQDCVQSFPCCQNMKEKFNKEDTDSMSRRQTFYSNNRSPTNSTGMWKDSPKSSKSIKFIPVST
OXTR potentiator: human OXTR potentiation | CHO-OTR cells, Fluo-8 calcium fluorescence, potentiator mode; 0% = oxytocin EC15, 100% = EC100 | activation, % at 3 µM | 320,000 tested, 0.061% active;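 active = activation above that plate's cutoff, the mean activation of tested compounds plus 3 SD, cut at about 6.6% in these data, passing the limit was not always enough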;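 also: 100% uses oxytocin at 75 nM as the full agonist control; some results filed as inactive read as strong as hits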
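test system = CHO-OTR cells, human receptor | compound = single-point 3.0 µM | schedule = 6 min compound pre-incubation at room temperature, 100 s kinetic read | signal = Fluo-8 no-wash calcium dye fluorescence, excitation 470-495 nm, emission 515-575 nm | repeats = single well per compound, singlicate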
M18AAP inhibitor: blocks P. falciparum M18 aspartyl aminopeptidase. recombinant PfM18AAP, H-Glu-NHMec fluorogenic cleavage. inhibition, % at 7.35 µM. 290,000 tested, 1.2% active;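 active = inhibition above the campaign mean inhibition over all tested compounds plus 3 SD, cut at about 28% in these data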;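 also: 0% = plate median of test compound wells and 100% = 2 mM ZnCl2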
MEKK2 WT-MEK5: raises or lowers MEK5 binding to wildtype human MEKK2 PB1 domain | 290,000 tested, 1.1% active | binding response (% of control), % at 10 µM | Q9Y2U5 | bead flow cytometry, Alexa488-MEK5 binding to MEKK2 WT; actives lie on both sides | AID 1531; in the data active = binding response below about 67% or above about 130%
GPR7 antag: human neuropeptides B/W receptor 1 antagonism; GPR7-expressing cells, fluorescence antagonist assay; inhibition, % at 4.4 µM; 290,000 tested, 1.1% active; AID 1861; in the data active = inhibition above about 16%, passing the limit was not always enough;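 also: cells stimulated with the agonist NPW; 0% = agonist with vehicle and 100% = vehicle without agonist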
Target sequence (P48145 whole entry, looked up): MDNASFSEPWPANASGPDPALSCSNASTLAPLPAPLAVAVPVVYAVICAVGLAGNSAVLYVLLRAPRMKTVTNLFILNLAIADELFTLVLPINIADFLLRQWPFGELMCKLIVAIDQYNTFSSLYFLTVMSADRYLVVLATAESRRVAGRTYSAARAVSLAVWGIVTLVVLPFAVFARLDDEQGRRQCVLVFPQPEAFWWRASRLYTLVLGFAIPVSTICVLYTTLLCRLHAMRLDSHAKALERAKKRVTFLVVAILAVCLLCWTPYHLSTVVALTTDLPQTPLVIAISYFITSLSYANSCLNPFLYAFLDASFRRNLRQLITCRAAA
* = called active by the depositor; · = no result given; & = joins results of further samples. Random draw from the library; any-hit rate near 4.1%.

# | SMILES | GalR3 antagonist | MEKK2mut PB1 HTS | V1aR counter | GPR7 antag | OXTR agonist | MEKK2 WT-MEK5 | M18AAP inhibitor | NALP1 inh | OXTR potentiator
1 | COc1ccc([N+](=O)[O-])cc1NC(=O)CC1SC(=Nc2cccc(C)c2C)N(/N=C(\C)c2ccc(C)cc2)C1=O (configuration not stated) | 0 | -1 | 0.6 | -3 | 1.0 | 104 | -8 | 4 | 7
2 | O=C(NCCN1CCN(Cc2ccccc2)CC1)c1ccc(CS(=O)(=O)c2ccc(Br)cc2)o1 | -10 | 2 | 4.9 | -7 | 1.9 | 110 | 3 | 2 | -3
3 | O=C(O)C1C2CCC(C2)C1C(=O)Nc1cccc([N+](=O)[O-])c1 (configuration not stated) | -12 | -3 | · | -5 | · | 99 | -2 | 18 | ·
4 | CCOC(=O)c1c(C)[nH]c(C(=O)N2CCCC(C(=O)c3ccccc3OC)C2)c1C (configuration not stated) | -1 | 2 | -0.7 | -3 | -0.1 | 102 | 0 | -8 | -3
5 | Cc1c(CCOC(=O)c2cc([N+](=O)[O-])ccc2Cl)sc[n+]1CCCCS(=O)(=O)[O-] | -3 | -1 | 1.0 | -13 | 0.6 | 97 | 6 | 12 | -11
6 | CC(C)(CNC(=O)CO/N=C1/C=C2CCC3C(C(O)C[C@@]4(C)C3CC[C@]4(O)C(=O)CO)[C@@]2(C)CC1)C(O)C(=O)O (some centres not stated) | -11 | 1 | 0.5 | -14 | 0.3 | 105 | -13 | 15 | 3
7 | COc1ccccc1OCC(=O)NCC1CCCN(Cc2cnn(C)c2C)C1 (configuration not stated) | 0 | 6 | 0.6 | -13 | -0.1 | 109 | -4 | 7 | -5
8 | CN(Cc1c(C(=O)N/N=C/c2cccs2)nnn1-c1nonc1N)c1ccccc1 | 2 | 0 | 6.1 | -16 | 7.0 | 101 | 1 | -6 | -9
9 | CCOc1cc(/C=N/NC(=O)CCCC(=O)NC2CCCCC2)ccc1O | -1 | -2 | 0.3 | -6 | -1.5 | 100 | -3 | 12 | -3
10 | O=C(CCS(=O)(=O)c1ccccc1)NC1CCCC1 | 1 | 8 | -0.2 | -11 | -0.2 | 109 | -6 | 2 | -8
11 | Cc1ccccc1C1CC(c2ccccc2OC(F)F)Nc2ncnn21 (configuration not stated) | 0 | -8 | 2.4 | 5 | 1.9 | 93 | 1 | 10 | -10
12 | Cc1cccc(NC(=O)c2ccco2)c1C | -2 | 0 | -1.3 | -5 | 1.7 | 103 | -3 | 14 | -11
13 | COc1ccc(CNC(=O)C2CCN(S(=O)(=O)c3cccc4cccnc34)CC2)cc1 | 1 | 0 | 0.1 | -14 | 1.0 | 106 | 3 | 26 | -1
14 | COc1ccc(NC(=O)CCCNC(=O)Cn2cnc3sc4c(c3c2=O)CCCC4)c(OC)c1 | -5 | -2 | 1.7 | 4 | -0.8 | 98 | -3 | 10 | -11
15 | CCCC(=O)Nc1c(-c2ccc(OC)cc2)c(=O)c2ccccc2n1C | -7 | -2 | -0.1 | 12 | 0.8 | 84 | 0 | 40 | -2
16 | O=C(CNc1ccc(F)cc1)c1ccccc1 | -7 | -6 | -0.3 | 1 | -0.5 | 95 | 15 | 7 | -16
17 | CC1=CC(C)(C)N2C(=O)C(=O)c3cc(OC(=O)c4ccco4)cc1c32 | 12 | -16 | -1.6 | 13 | -2.6 | 78 | -5 | -7 | 3
18 | COc1ccc(C(=O)NCC23C=CC(O2)C2C(=O)N(Cc4ccccc4)C(=O)C23)cc1 (configuration not stated) | -5 | 0 | 4.3 | -5 | 3.5 | 99 | -14 | 8 | -8
19 | O=C(COC(=O)C1CCCCC1)Nc1cccc(Br)c1 | -3 | · | 0.0 | · | -0.9 | · | · | · | -10
20 | COc1ccc(-n2c(Cc3cccn3C)nnc2SCC(=O)N2CCCc3ccccc32)cc1 | -4 | 3 | -1.2 | 3 | -1.4 | 100 | 2 | 5 | -8
21 | COc1cccc(-c2nn(-c3ccccc3)cc2CN(C)Cc2c(C)nc3ccccn23)c1 | -4 | -16 | -1.2 | 8 | -1.7 | 90 | -15 | 10 | -16
22 | CCOc1ccc(S(=O)(=O)N2CCOCC2)cc1NC(=O)CN1C(=O)NC2(CCCC2)C1=O | -4 | · | -0.6 | · | -0.5 | · | · | · | -5
23 | CS(=O)(=O)c1ccc(C(=O)NNC(=O)c2ccccc2-n2cccc2)cc1 | -2 | · | 0.9 | · | 1.8 | · | · | · | -1
24 | CC(=O)Nc1ccc(S(=O)(=O)NCC2CCC(C(=O)NCCC3=CCCCC3)CC2)cc1 (configuration not stated) | -6 | 0 | 1.6 | 5 | 0.1 | 99 | -9 | 17 | 0
25 | O=C(Cn1cnc2ccccc2c1=O)NCCC(=O)Nc1ccc(F)cc1 | -6 | -1 | 0.0 | -11 | 0.7 | 101 | -6 | 29 | 5
26 | COCCN1CN(S(=O)(=O)c2ccc(Cl)cc2)c2nc3ccccc3nc21 | -4 | 5 | -0.4 | -14 | -0.8 | 98 | -4 | -5 | -18
27 | COc1cccc(NC(=O)C2CC(=O)N(Cc3ccc(C)cc3)C2)c1 (configuration not stated) | -1 | 6 | 0.7 | -4 | 0.5 | 104 | 3 | 24 | -2
28 | CN1CCN(CCC(=O)Nc2ccc(Br)cc2)CC1 | -7 | 0 | 0.2 | -14 | 1.2 | 102 | 3 | -2 | -19
29 | O=C(/C=C/c1cccs1)Nc1nncs1 | -4 | 1 | -1.2 | -3 | -1.8 | 103 | 3 | -14 | -16
30 | COc1cc(/C=C2\C(=N)N3N=C(S(C)(=O)=O)SC3=NC2=O)ccc1OS(=O)(=O)c1ccccc1 | · | -8 | -1.0 | 4 | -0.8 | 91 | 1 | 13 | -13
31 | COc1ccccc1OCCOc1ccc(C(=O)c2ccccc2)cc1 | -3 | -1 | 1.8 | 4 | 0.3 | 101 | -2 | 27 | -7
32 | CC(NC(=O)c1cccs1)C(c1cccs1)N1CCN(c2ccccc2)CC1 (configuration not stated) | -9 | 4&0 | 8.7 | -11 | -1.9 | 101&101 | -5 | 14 | 2
33 | CC(=O)c1ccc(OCC(=O)NCc2ccc(F)cc2)cc1 | -4 | 7 | 0.3 | 0 | 0.9 | 104 | -13 | -2 | 3
34 | CC(Sc1nc(N)cc(N)n1)C(=O)NCCC1=CCCCC1 (configuration not stated) | -2 | · | 0.2 | · | 0.5 | · | · | · | 6
35 | CC(C(=O)NCC1CCCCC1)N1CCc2ccccc2C1 (configuration not stated) | -2 | -3 | -0.4 | -1 | -2.0 | 96 | -6 | 0 | -6
36 | Nc1cc(-c2ccc(Br)cc2)nn1Cc1ccccc1 | 61* | -7 | · | 1 | · | 92 | 1 | -2 | ·
37 | Cc1cc(C)n(-c2n[nH]c(C)c2[N+](=O)[O-])n1 | -2 | -15 | 0.4 | -12 | 0.9 | 87 | -5 | -3 | -4
38 | Cc1ncsc1CCC(=O)N1CCCC(Nc2ccc(F)c(F)c2)C1 (configuration not stated) | 5 | 9 | 0.4 | -6 | -0.6 | 111 | 3 | 7 | 2
39 | COc1ccc(NC(=O)c2ccc(NC(=O)COC(=O)CC(NC(=O)c3ccccc3Cl)c3ccccc3)cc2)cc1 (configuration not stated) | -6 | 0 | 0.9 | 4 | -0.1 | 100 | -4 | 18 | -7
40 | CCc1c(C(=O)Nc2ncn(Cc3cccc(C)c3)n2)csc1C | -3 | 0 | -0.3 | -10 | -1.3 | 98 | 2 | -4 | 0
41 | O=C(CSc1nnc(Nc2ccccc2)s1)NCc1cccs1 | -2 | 3 | -0.1 | -6 | -1.4 | 112 | -3 | 24 | -5
42 | COC(=O)c1ccc(N=C2SCC(=O)N2C)cc1 | -1 | 11 | 0.7 | -19 | 1.0 | 110 | -7 | 13 | 3
43 | C/C(CCc1ccccc1)=N\NC(=O)CCc1ccccc1 | 2 | 1 | -0.7 | -1 | -2.3 | 98 | -4 | 23 | -9
44 | CCOC(=O)CSC1=Nc2ccccc2C2=NC(CC(=O)NCc3cccs3)C(=O)N12 (configuration not stated) | -2 | -1 | 0.2 | -16 | -1.4 | 101 | -2 | -3 | -16
45 | NC(=S)N=Nc1c(O)n(Cc2ccccc2)c2ccccc12 | 2 | 22 | -1.0 | -6 | -1.9 | 99 | 1 | 17 | 1
46 | CCOC(=O)/C(=N/O)C1=NC(C)(C)Cc2cc(C)c(C)cc21 | -4 | -4 | -1.4 | 1 | -2.2 | 101 | -1 | -2 | -1
47 | CN1CCN(C(=O)C2CCCN(S(=O)(=O)c3ccc(F)cc3)C2)CC1 (configuration not stated) | -8 | 3 | 1.4 | -13 | 0.0 | 100 | 2 | 6 | -3
48 | CCCCCCCc1c(O)nc(SCCN2CCOCC2)[nH]c1=O | 1 | -5 | -0.7 | -6 | -0.7 | 83 | -2 | -5 | -7

3 compounds from above, ordered by heavy-atom count, low to high.
# | SMILES | GalR3 antagonist | MEKK2mut PB1 HTS | V1aR counter | GPR7 antag | OXTR agonist | MEKK2 WT-MEK5 | M18AAP inhibitor | NALP1 inh | OXTR potentiator
46 | CCOC(=O)/C(=N/O)C1=NC(C)(C)Cc2cc(C)c(C)cc21 | -4 | -4 | -1.4 | 1 | -2.2 | 101 | -1 | -2 | -1
47 | CN1CCN(C(=O)C2CCCN(S(=O)(=O)c3ccc(F)cc3)C2)CC1 (configuration not stated) | -8 | 3 | 1.4 | -13 | 0.0 | 100 | 2 | 6 | -3
44 | CCOC(=O)CSC1=Nc2ccccc2C2=NC(CC(=O)NCc3cccs3)C(=O)N12 (configuration not stated) | -2 | -1 | 0.2 | -16 | -1.4 | 101 | -2 | -3 | -16

Remaining list, next part
# | SMILES | GalR3 antagonist | MEKK2mut PB1 HTS | V1aR counter | GPR7 antag | OXTR agonist | MEKK2 WT-MEK5 | M18AAP inhibitor | NALP1 inh | OXTR potentiator
49 | CCc1cccc(NC(=O)CCCCCC2NC(=O)NC2C)c1 (configuration not stated) | 3 | 1 | -1.0 | -11 | -0.4 | 101 | 2 | 5 | -5
50 | C=CCN1C(=O)/C(=c2\sc3nc(=O)c(Cc4ccccc4Cl)nn3c2=O)c2ccccc21 | -2 | 2 | -0.3 | -4 | -0.1 | 99 | -12 | 6 | 2
51 | COCCN(C(=O)CNC(=O)c1ccco1)C(C(=O)NC1CCCCC1)c1cccnc1 (configuration not stated) | 6 | -5 | 0.7 | -14 | 1.1 | 100 | -5 | 17 | 8
52 | COc1ccc2cc(/C=N/NC(=O)c3ccc(CN(c4cccc(Cl)c4Cl)S(C)(=O)=O)cc3)c(Cl)nc2c1 | 1 | 0 | -0.8 | -3 | -2.1 | 100 | -4 | 30 | -8
53 | CC(C)(C)c1ccc(C(=O)N2CCC(C(=O)NC3CCCCCC3)CC2)cc1 | -4 | -4 | 1.3 | -5 | -1.1 | 95 | 0 | 3 | -5
54 | Fc1cccc(CSc2ccc(-c3ccc4c(c3)OCO4)nn2)c1 | -3 | 7 | 1.6 | 6 | 0.3 | 98 | -8 | 29 | 0
55 | CCC(CC)C1C(C#N)=C(N)Oc2n[nH]c(C)c21 (configuration not stated) | -6 | 4 | 0.4 | 7 | -0.1 | 104 | 5 | 7 | -5
56 | COc1ccc(C(=O)Nc2cc(C(F)(F)F)ccc2-n2cncn2)cc1 | 1 | · | -0.2 | -5 | -1.9 | · | -17 | 6 | -8
57 | COc1ccc(CN2CC(C(=O)NCCN3CCN(c4ccccc4F)CC3)CC2=O)cc1 (configuration not stated) | -3 | -2 | 0.4 | -3 | -0.7 | 100 | 4 | 60 | -15
